5HT1E antag = antagonists of human 5-HT1E serotonin receptor; P28566; CHO 5-HT1E Ga15 NFAT-bla reporter, FRET, antagonist; inhibition, % at 6 µM; 65,000 tested, 0.99% active; AID 571;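 active = inhibition above a set limit, the mean inhibition across every tested compound plus 3 SD, cut at about 29% in these data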;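 also: signal is the 460 over 535 nm emission ratio of beta-lactamase substrate; 0% = agonist plus DMSO wells and 100% = wells without agonist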
Target sequence (P28566 whole entry, looked up): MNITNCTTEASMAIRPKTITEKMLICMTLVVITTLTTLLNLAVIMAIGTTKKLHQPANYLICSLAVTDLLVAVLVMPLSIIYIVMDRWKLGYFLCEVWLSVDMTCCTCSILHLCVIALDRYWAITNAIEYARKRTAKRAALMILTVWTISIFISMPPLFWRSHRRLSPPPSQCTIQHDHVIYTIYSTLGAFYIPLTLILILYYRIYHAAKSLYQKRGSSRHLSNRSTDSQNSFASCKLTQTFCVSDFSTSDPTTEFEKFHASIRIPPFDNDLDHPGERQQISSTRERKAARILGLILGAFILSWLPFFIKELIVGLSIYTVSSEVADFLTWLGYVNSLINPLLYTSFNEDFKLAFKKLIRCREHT
Jurkat tox 60K = reduces viability or proliferation of Jurkat cells | 56,000 tested, 1.2% active | inhibition, % at 4 µM | AID 463 | Jurkat E6.1 viability, ATP luminescence, 48 h;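 active = inhibition above the mean inhibition of all tested compounds plus 3 SD, cut at about 28% in these data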
5HT1E ag = agonists of human 5-HT1E serotonin receptor; P28566; CHO 5-HT1E Ga15 NFAT-bla reporter, FRET; 0% DMSO wells, 100% control agonist wells; activation, % at 6 µM; 65,000 tested, 0.69% active; AID 574;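 active = activation above a set limit, the screen-wide mean activation plus 3 SD, cut at about 8.5% in these data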;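 also: 100% = positive control agonist at 1 µM giving full maximal response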
5-HT1A blocker = blocks the human serotonin 5-HT1a receptor | P08908 | CHO 5-HT1a Ga15 NFAT-bla reporter, antagonist mode | inhibition, % at 10 µM | 62,000 tested, 0.68% active;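 active = inhibition above the mean of all tested compounds plus 3 SD, cut at about 43% in these data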;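 also: receptor stimulated by 5-CT agonist at 100 nM near EC80; beta-lactamase reporter measured by ratiometric fluorescence of a cleavable substrate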
S1P3 ag = agonists of human S1P3 receptor; Q99500; S1P3 NFAT-BLA reporter cells, agonism, FRET ratio; relative to 1 µM S1P, basal subtracted; activation, % at 4.5 µM; 60,000 tested, 0.1% active; AID 373;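 active = activation above the screen-wide mean plus 3 SD, cut at about 4.5% in these data, passing the limit was not always enough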; also: some compounds called inactive have numbers as strong as hits
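Assay system: CHO cells stably expressing human S1P3, Gα16 and NFAT-β-lactamase reporter. Timing: overnight plating, 4 h compound 37 °C, 2 h substrate RT. Signal: β-lactamase FRET emission ratio 460/535 nm. Measure: percent activation versus median 1 µM S1P response, basal-subtracted, per plate. Repeats: primary screen single test, confirmation screen in triplicate.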
S1P1 ag-PAM = S1P1 (human) agonism or agonism potentiation; S1P1 CRE-bla cells, forskolin, beta-lactamase FRET, potentiator mode; S1P1 agonist co-added at EC20, 2 nM; 100% = saturating reference agonist, 0% = basal; activation, % at 9.5 µM; 56,000 tested, 0.57% active;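 active = activation above a cutoff set at the mean activation of all tested compounds plus 3 SD, cut at about 54% in these data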;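 also: forskolin at 4 µM as EC80 and the EC20 agonist is SEW2871; 100% = SEW2871 at its EC100 plus forskolin at EC80; some compounds past the cut are filed as inactive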
D1 mod = D1 dopamine receptor (human) allosteric modulation; AID 641; P21728; HEK293 D1, CRE-luciferase, dopamine EC30 potentiation; actives deviate in either direction; B-score at 10 µM; 58,000 tested, 5.9% active;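 active = luminescence count or its row- and column-corrected plate score outside the 99.7% band of the plate's sample wells, on either side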
Target sequence (P21728 whole entry, looked up): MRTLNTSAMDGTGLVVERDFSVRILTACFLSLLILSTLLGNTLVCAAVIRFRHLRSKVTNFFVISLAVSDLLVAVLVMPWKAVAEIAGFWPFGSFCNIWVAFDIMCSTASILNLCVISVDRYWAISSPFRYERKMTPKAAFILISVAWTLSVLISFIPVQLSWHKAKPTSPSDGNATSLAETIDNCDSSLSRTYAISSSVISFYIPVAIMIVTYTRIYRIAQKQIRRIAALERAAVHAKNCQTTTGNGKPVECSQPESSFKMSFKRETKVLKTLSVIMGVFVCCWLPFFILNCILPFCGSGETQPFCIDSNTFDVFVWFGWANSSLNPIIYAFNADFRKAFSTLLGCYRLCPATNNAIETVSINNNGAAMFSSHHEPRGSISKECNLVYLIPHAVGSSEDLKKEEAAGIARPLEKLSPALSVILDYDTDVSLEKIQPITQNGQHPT
HTR1A agonist = activates the human 5-HT1a serotonin receptor | P08908 | CHO 5-HT1a Ga15 NFAT-bla reporter, FRET ratio; 0% basal, 100% maximal reference agonist | activation, % at 10 µM | 65,000 tested, 0.56% active | AID 567;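 active = activation above the screen-wide mean activation plus 3 SD, cut at about 19% in these data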;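 also: 0% = DMSO wells and 100% = 5-CT at EC100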
HEK293 NFkB inh = lowers PMA/ionomycin-induced NF-kB signal in HEK293 cells; HEK-293 NF-kB luciferase reporter, luminescence; 62,000 tested, 0.21% active; inhibition, % at 3 µM;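 active = inhibition above the mean of all tested compounds plus 3 SD, cut at about 40% in these data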;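 also: 0% = stimulated DMSO wells and 100% = 10 µM reference inhibitor 5653914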
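Reagent: PMA plus ionomycin mix as NF-kB-activating stimulus. Assay system: NF-kB luciferase reporter HEK-293 cells. Technique: luminescence from luciferase substrate reagent. Incubation: 1 h compound pre-incubation, 16 h PMA/ionomycin at 37 °C. Benchmarks: DMSO only as uninhibited control, 10 µM reference inhibitor as full inhibition. Repeats: tested once.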
The depositor's hits bear a star; . = no result given. Hits appear at their usual frequency. Share with any hit: about 8.3%.

SMILES	5HT1E antag	Jurkat tox 60K	5HT1E ag	5-HT1A blocker	S1P3 ag	S1P1 ag-PAM	D1 mod	HTR1A agonist	HEK293 NFkB inh
O=C(c1ccc2c(c1)N(Cc1ccc(F)cc1)C(=O)CS2)N1CCOCC1	12	.	-1.4	1	.	.	.	-2.0	18
Cc1ccc2c(c1)nnn2C1CCN(C(=O)C2CCCCC2)CC1	-2	2	0.1	-1	0.4	-4	.	1.1	4
O=C(Nc1cc(C(=O)N2CCCC2)ccc1N1CCCC1)c1ccccc1F	3	5	0.7	-10	0.2	.	-0.57	-0.3	-1
Clc1cccc2sc(N3CCCCC3)nc12	-8	12	0.2	-8	-0.5	-25	0.62	-4.1	-18
CCOC(=O)C1=C(C)NC(SCC(=O)Nc2nc(C)cs2)=C(C#N)C1c1cccs1 (stereo not drawn)	18	.	0.7	.	-2.3	-20	-1.9	16	.
CN(C)CCNC(=O)c1ccccc1-c1ccccc1	2	0	-0.2	6	0.2	-13	.	-3.5	16
CN(C)C=Nc1ncc2c([nH]c3ccccc32)c1C#N	-2	-4	0.5	7	-0.5	4	-1.1	-4.1	-15
COc1ccccc1C(=O)n1nc(-c2cccnc2)nc1N	1	-1	0.6	29	-1.1	18	-0.013	0.2	7
COCCCn1c(CCC(=O)O)ccc1-c1ccc(F)cc1	6	-3	0.2	6	-1.3	-15	0.034	-4.9	17
Cc1cc(C(=O)CSc2nnc(-c3ccncc3)n2-c2ccccc2)c(C)n1C	8	-6	-0.3	-4	0.3	97*	-0.073	0.2	32
COC(=O)c1nc2n(n1)C(c1ccc(OC)c(OC)c1)C(C(=O)OC1CCCCC1)=C(C)N2 (stereo not drawn)	8	.	0.4	-3	.	.	3.3*	0.8	17
C=CCN(c1ccc(C(=O)N2CCCC2)cc1)S(C)(=O)=O	15	-1	-1.5	2	-0.2	12	-0.57	1.1	6
Cc1cc(S(=O)(=O)N2CCCC2)c(C)s1	-3	2	-1.6	-1	-0.8	-9	0.37	-1.3	10
CCSc1nc(-c2ccco2)ccc1C#N	0	7	-0.5	-10	0.3	3	2.7*	0.9	7
COc1cc(C(=O)Nc2cnc(NC(=O)C(C)C)cc2C)cc(OC)c1OC	-1	-1	4.5	-6	-0.7	-15	0.5	-1.1	14
CCOC(=O)C1CCCN(C2CC(=O)N(c3cccc(C)c3)C2=O)C1 (stereo not drawn)	9	-3	0.3	-4	-0.6	18	0.094	-0.9	-7
CN(C)CCCNc1c2c(c(C#N)c3nc4ccccc4n13)CCC2	5	3	1.1	4	0.5	-9	0.14	1.9	14
O=S(=O)(c1ccccc1)N1CCN(Cc2cccc(Cl)c2)CC1	-4	1	-0.2	-15	-0.1	-14	-0.12	-2.2	-4
CCOC(=O)N1CCC(NC(=O)C2CCN(C(=O)N3CC(C)Oc4ccc(C)cc43)CC2)CC1 (stereo not drawn)	-3	.	0.7	-10	.	.	-1.3	-1.3	5
COCCNC(=O)c1cc2c(=O)n3cccc(C)c3nc2n(Cc2ccncc2)c1=N	-6	6	1.4	-12	2.2	-24	0.26	5.3	4
Cc1cc(=O)[nH]c(/N=C(\N)Nc2cccc3ccccc23)n1	3	0	-0.5	10	-0.1	-3	-0.5	14	15
Cc1ccc(N(CC(=O)NC2CCC(C)CC2)S(=O)(=O)c2cccnc2)cc1 (stereo not drawn)	-11	8	0.7	-6	-1.1	-15	-0.0047	-0.1	3
O=C(Nc1cc(C(F)(F)F)ccc1N1CCOCC1)c1ccc2ccccc2n1	9	5	-0.2	20	-0.8	-9	0.43	-2.6	19
CCn1c(SCC(=O)Nc2ccc(OC)c(OC)c2)nnc1-c1cccs1	-1	-3	0.4	0	-0.8	-1	-1	-1.0	7
CCN1CCN(CCCNC(=O)c2cc3cc4ccc(OC)cc4nc3o2)CC1	0	-1	-0.8	-12	0.3	-10	0.34	-1.8	13
Cc1ccc(Nc2cc(C)nc3nc(C)nn23)cc1	4	-6	1.1	-14	0.8	-26	0.15	2.4	1
O=C(c1cccs1)N(Cc1nc2sc3c(c2c(=O)[nH]1)CCCC3)C1CCCC1	1	26	0.3	13	0.0	-4	0.39	4.2	-4
CCOC(=O)CSc1nnc(Cn2nnc(-c3ccccc3)n2)n1C	-3	-1	-0.7	-5	-0.5	-10	0.25	0.6	15
CCCCC(CCC(=O)Nc1ccccc1C(=O)OCC)C(=O)O (stereo not drawn)	-6	-4	0.8	-7	0.2	-9	-0.036	0.5	8
Cc1nc(N2CCc3ccccc3C2)[nH]c(=O)c1CCC(C)C	3	-5	0.3	2	-1.0	.	-0.21	-0.5	11

D1 mod, hit marks shown above.
compound,5HT1E antag,5HT1E ag,5-HT1A blocker,S1P3 ag,S1P1 ag-PAM,D1 mod,HTR1A agonist,HEK293 NFkB inh
COC(=O)c1nc2n(n1)C(c1ccc(OC)c(OC)c1)C(C(=O)OC1CCCCC1)=C(C)N2 (stereo not drawn),8,0.4,-3,.,.,3.3*,0.8,17
CCSc1nc(-c2ccco2)ccc1C#N,0,-0.5,-10,0.3,3,2.7*,0.9,7

Following part:
SMILES	5HT1E antag	Jurkat tox 60K	5HT1E ag	5-HT1A blocker	S1P3 ag	S1P1 ag-PAM	D1 mod	HTR1A agonist	HEK293 NFkB inh
CCCOC(=O)C1[C@H]2C(=O)N(Cc3ccco3)C[C@]23C=C[C@H]1O3 (stereo partly drawn)	-11	.	-0.2	.	-2.7	3	.	-0.2	.
Cn1c(N)c(C(=O)NCc2ccccc2Cl)sc1=S	5	3	-1.2	15	-1.5	-16	0.4	2.3	11
CC(C)CC(=O)Nc1c2c(nn1-c1ccc(F)cc1)CSC2	5	4	0.5	16	-0.8	-15	0.24	-0.2	6
Cc1cc(NC(=O)CSC2=Nc3ccccc3C3=NC(Cc4ccccc4)C(=O)N23)n[nH]1 (stereo not drawn)	-5	-7	-0.3	-10	0.7	-16	.	-1.1	9
COCC(C)N=Cc1c(O)[nH]c2ccccc12 (stereo not drawn)	-6	-6	0.4	-24	0.8	-27	-1.9	-0.7	17
CCOC(=O)c1oc2cccc(OC(C)=O)c2c1C	-8	-14	-0.4	2	0.0	-9	0.31	0.7	2
O=C(O)CC1(c2ccccc2)C(=O)c2ccccc2C1=O	1	-2	0.1	-9	-1.2	6	-1.1	-0.6	6
O=C(N1CCOCC1)C(F)(F)C(F)(F)C(F)(F)C(F)(F)C(=O)N1CCOCC1	11	6	-0.8	-7	-0.3	-12	-0.3	-1.1	14
N#CCCCN1C(=O)C(O)(CC(=O)c2ccc3c(c2)OCCO3)c2ccccc21 (stereo not drawn)	-4	-4	0.1	-5	0.1	6	0.23	-3.0	11
Cc1cc(NC(=O)C(C)C)ncc1NC(=O)Cc1ccccc1	-7	-6	0.4	-6	-0.1	-4	-1.5	0.6	6
CCCC(c1nnnn1Cc1cccs1)N1CCN(C2CCCC2)CC1 (stereo not drawn)	-8	-2	-0.7	28	-0.6	-3	-0.75	-5.0	6
CCOc1cc(-c2nc(-c3ccc(OC)cc3)no2)cc(OCC)c1OCC	-12	0	0.4	-12	0.2	0	-0.22	1.0	8
Cc1occc(=O)c1OC(=O)Nc1ccccc1	-1	.	-0.6	.	-3.4	-2	.	1.2	.
c1coc(-c2nnc3sc(C4CCCCC4)nn23)c1	-3	.	-0.5	.	-1.3	-7	.	-2.5	.
COc1ccccc1-c1nnc(SCC(=O)O)n1C	-6	-1	-0.4	-5	0.1	8	0.69	-2.8	17
C=CCc1ccccc1OCC(O)CN1CCN(C(=O)OCC)CC1 (stereo not drawn)	-6	-4	0.4	7	0.1	-17	-2.7	-3.2	1
CCOc1ccc(-n2cc(C(=O)NCc3ccco3)c3cc(OC)c(OC)cc3c2=O)cc1	0	9	-0.5	-19	0.6	-19	-1.8	2.0	21
CCC(=O)Nc1c(-c2cccs2)c(=O)c2ccccc2n1C	2	0	-0.5	-14	-1.3	4	0.85	-2.7	15
CCOc1ccc(OCc2ccc(C(=O)N3CCCC3)o2)cc1	-1	3	0.2	-15	0.1	-12	0.37	-1.6	-11
COc1ccc(CN2C(=O)[C@@H]3C(c4ccc(F)cc4)=NO[C@@H]3C2=O)cc1	13	-2	-0.3	20	-1.1	15	-1.2	-5.3	12
COC(=O)c1nc2n(n1)C(c1ccccc1OC)C1=C(CCCC1=O)N2 (stereo not drawn)	1	5	0.8	-5	-0.5	-295	-0.82	-4.0	-3

Record cards, as listed above.
Record of `CCCOC(=O)C1[C@H]2C(=O)N(Cc3ccco3)C[C@]23C=C[C@H]1O3` (stereo partly drawn) = 5HT1E antag = -11; Jurkat tox 60K = .; 5HT1E ag = -0.2; 5-HT1A blocker = .; S1P3 ag = -2.7; S1P1 ag-PAM = 3; D1 mod = .; HTR1A agonist = -0.2; HEK293 NFkB inh = .
Record of `Cc1cc(C(=O)CSc2nnc(-c3ccncc3)n2-c2ccccc2)c(C)n1C` = 5HT1E antag = 8; Jurkat tox 60K = -6; 5HT1E ag = -0.3; 5-HT1A blocker = -4; S1P3 ag = 0.3; S1P1 ag-PAM = 97*; D1 mod = -0.073; HTR1A agonist = 0.2; HEK293 NFkB inh = 32
Record of `COc1ccccc1C(=O)n1nc(-c2cccnc2)nc1N` = 5HT1E antag = 1; Jurkat tox 60K = -1; 5HT1E ag = 0.6; 5-HT1A blocker = 29; S1P3 ag = -1.1; S1P1 ag-PAM = 18; D1 mod = -0.013; HTR1A agonist = 0.2; HEK293 NFkB inh = 7
